# Screening data as filed in PubChem.
# NPC1 promoter act = activators of NPC1 promoter; Potency, µM (doses to about 9.22 µM), for inactives: at the top dose activation, most hits filed as activators; 2.4% of 320,000 active; Huh7 NPC1 promoter luciferase reporter, 24 h; AID 485313;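 also: potency is read from the fitted curve at half-maximal effect; % of control where 0% means no effect; nearly all actives have a fitted effect of over 60% in size; reporter is driven by a mutant NPC1 promoter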
#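 Huh7 cells stably carrying NPC1 promoter–luciferase, plated in Opti-MEM with 10% FBS for 2 h, were exposed to compound in DMSO for 24 h at 37 °C; luciferase reagent was added for 10 min and luminescence read.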
# FLuc modulator = inhibits or activates purified firefly luciferase, miR-21 counter-screen. 6.9% of 360,000 active. P08659. purified FLuc, Km substrates, luminescence inhibition. Potency, µM (series often up to 57.5 µM), for the others: top-dose activity change, negative = inhibition, most hits filed as inhibitors. AID 588342;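 also: potency is read from the fitted curve at half-maximal effect; plate controls were vehicle for no effect and reference inhibitor for full effect; nearly all actives have a fitted effect of over 55% in size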
# Target sequence (P08659 whole entry, looked up): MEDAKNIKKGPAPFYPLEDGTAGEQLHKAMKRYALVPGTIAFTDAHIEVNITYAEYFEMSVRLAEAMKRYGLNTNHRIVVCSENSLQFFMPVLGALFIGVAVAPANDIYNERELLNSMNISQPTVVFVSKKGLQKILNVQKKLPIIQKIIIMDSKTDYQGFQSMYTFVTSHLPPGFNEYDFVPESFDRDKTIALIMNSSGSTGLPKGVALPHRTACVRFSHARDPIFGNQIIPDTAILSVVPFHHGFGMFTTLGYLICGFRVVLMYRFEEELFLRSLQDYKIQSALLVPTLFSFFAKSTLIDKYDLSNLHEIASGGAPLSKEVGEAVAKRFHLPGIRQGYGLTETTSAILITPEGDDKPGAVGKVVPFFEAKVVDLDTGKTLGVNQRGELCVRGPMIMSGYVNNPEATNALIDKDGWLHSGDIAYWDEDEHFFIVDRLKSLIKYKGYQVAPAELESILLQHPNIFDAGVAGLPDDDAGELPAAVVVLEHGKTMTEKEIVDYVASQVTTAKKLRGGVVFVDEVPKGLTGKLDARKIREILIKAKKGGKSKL
#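 Biochemical qHTS of compounds, final roughly 60 µM downward over six points, against 10 nM purified firefly luciferase using Km concentrations of substrates (10 uM D-luciferin, 10 uM ATP) in Tris acetate pH 7.5 buffer; luminescence output.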
# p53 reactivator = mutant p53 re-activation in reporter cells; H1299 p53-A138V BP100-luciferase reporter, luminescence, 24 h; Potency, µM (series often up to 92.2 µM), without a hit: at the highest dose activity change, positive = activation, most hits filed as activators; 0.063% of 320,000 active; also: potency is read from the fitted curve at half-maximal effect; % of control where 0% means no effect; nearly all actives have a fitted effect of over 45% in size
#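 H1299 (p53-null), stable ts p53-A138V + BP100-Luc; 1000 cells/well, Opti-MEM/10% FBS; cpd 4 pt, 1:5; 24 h, 37 deg C, 5% CO2; detection reagent 10 min RT; luminescence.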
# ELG1 genotox = inducers of genotoxicity in HEK293T ELG1-luciferase cells | HEK293T ELG1-luciferase reporter, luminescence, 16 h | Potency, µM (titrated, usually from 46 µM), inactives show top-dose activity change, positive = activation, most hits filed as activators | 1.3% of 330,000 active; also: potency is read from the fitted curve at half-maximal effect; % of control where 0% means no effect; nearly all actives have a fitted effect of over 60% in size
#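 DMSO vehicle served as control against compound-treated ELG1-luciferase HEK293T cells; exposure lasted 16 hr at 37 °C and 5% CO2, followed by ONE-Glo luminescence detection after 30 min.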
# Rab9 promoter act = activates the Rab9 promoter | Potency, µM (doses to about 9.22 µM), without a hit: at the highest dose activation, negative = inhibition, most hits filed as activators | Huh7 Rab9 promoter-luciferase reporter, luminescence, 24 h | 2.8% of 320,000 active; also: potency is read from the fitted curve at half-maximal effect; % of control where 0% means no effect; nearly all actives have a fitted effect of over 60% in size
#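 Luciferase signal after 10 min detection reagent at ambient indicates Rab9 promoter upregulation; stably transfected Huh7 cells were treated 24 h with compound in DMSO at 37 °C, 5% CO2.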
# Gal4-VP16 FLuc = counter-screen for ROR gamma inhibitors: Gal4-VP16 reporter; Drosophila S2 Gal4-VP16 UAS-luciferase, luminescence, 20 h; Potency, µM (doses to about 53.6 µM), inactives show at the highest dose activity, negative = inhibition, actives largely listed as inhibitors; 3.5% of 310,000 active;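 also: Gal4-VP16 expression switched on by copper sulfate through the metallothionein promoter; potency is read from the fitted curve at half-maximal effect; % is scaled to controls: 0 for no effect and ±100 for the full control effect; nearly all actives have a fitted effect of over 50% in size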
# Giardia killer = kills Giardia lamblia. activity change, % at 7.66 µM, hits read low. AID 540267. Giardia lamblia trophozoite viability. 0.15% of 340,000 active; in the data active = activity change below about -80%; inconclusive = between about -30% and that limit;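 also: parasites exposed to compound for two days anaerobically before the ATP read; % is scaled to controls: 0 for no effect and ±100 for the full control effect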
#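 Giardia lamblia trophozoites (100 cells/well) were incubated with compounds for 48 h at 37 deg C under anaerobic conditions. Viability was read as ATP content by one-step luminescence after 15-30 min at room temperature.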
# BRCA1 expr up = increases BRCA1 expression; 1.1% of 380,000 active; AID 624202; Potency, µM (highest dose often 46.1 µM), inactives show at the top dose activation, most hits filed as activators; MCF7-BRCA1-FFLuc reporter, luminescence, 48 h; response scale: scaled: vehicle 0%, 10 µM genistein 100%; also: potency is read from the fitted curve at half-maximal effect; nearly all actives have a fitted effect of over 80% in size; some results filed as inactive show a strong effect at the top dose
#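 MCF7 cells carrying a BRCA1-firefly luciferase reporter (2000 cells/well, phenol-red free MEM) were attached for 2 h at 37 °C, then given compounds for 48 h. Luminescence was read 15 min after luciferase reagent; activity normalized to genistein (10 microM) and DMSO.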
# RORg inh = blocks mouse ROR gamma transcriptional activity. Drosophila S2 Gal4-RORgamma UAS-luciferase reporter, 20 h. Potency, µM (titrated, usually from 53.6 µM), for inactives: top-dose activity change, negative = inhibition, actives largely listed as inhibitors. 5.4% of 310,000 active. AID 2551; also: potency is read from the fitted curve at half-maximal effect; % is scaled to controls: 0 for no effect and ±100 for the full control effect; nearly all actives have a fitted effect of over 60% in size
# Target sequence (P51450 whole entry, looked up, the tested form may be a part): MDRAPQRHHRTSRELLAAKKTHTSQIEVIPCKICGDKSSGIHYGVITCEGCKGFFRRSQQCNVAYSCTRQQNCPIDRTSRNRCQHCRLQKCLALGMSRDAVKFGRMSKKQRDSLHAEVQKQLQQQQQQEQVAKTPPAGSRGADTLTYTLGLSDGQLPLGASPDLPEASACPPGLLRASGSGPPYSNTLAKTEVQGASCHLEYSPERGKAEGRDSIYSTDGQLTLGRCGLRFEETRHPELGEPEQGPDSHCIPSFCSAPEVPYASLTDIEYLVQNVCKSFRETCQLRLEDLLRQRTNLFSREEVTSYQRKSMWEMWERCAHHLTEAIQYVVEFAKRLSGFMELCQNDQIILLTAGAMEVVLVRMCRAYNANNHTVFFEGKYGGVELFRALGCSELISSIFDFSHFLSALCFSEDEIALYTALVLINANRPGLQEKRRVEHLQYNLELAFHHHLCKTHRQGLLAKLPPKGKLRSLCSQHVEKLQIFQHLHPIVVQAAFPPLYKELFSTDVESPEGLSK
#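 Stable Schneider cell line, Gal4 DNA-binding domain fused to ROR gamma, UAS-luciferase. Cmpd 1 hr RT → CuSO4 700 uM final → 20 hr RT → luciferase reagent 10 min → luminescence.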
# PKM2 activator = activators of human pyruvate kinase M2; purified PKM2, Kinase-Glo ATP luminescence, activation; response scale: 0% is enzyme alone, no compound; Potency, µM (top dose mostly 57.5 µM), without a hit: at the highest dose activation, actives largely listed as activators; P14618; 0.34% of 260,000 active; also: potency is read from the fitted curve at half-maximal effect; % is scaled to controls: 0 for no effect and ±100 for the full control effect; nearly all actives have a fitted effect of over 55% in size
#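 ATP formation by purified human PK-M2, quantified via coupled luciferase luminescence after 1 h at room temperature with 0.1 mM ADP and 0.5 mM PEP final.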
# Menin MLL FP TR = menin-MLL binding inhibition, Texas Red mutant peptide; Menin + Texas Red MLL mutant peptide, fluorescence polarization; Potency, µM (doses to about 61.6 µM), for the others: at the top dose FP activity change, negative = inhibition, actives largely listed as inhibitors; 0.23% of 270,000 active; active = well fitted inhibition curve with a large enough effect in the polarisation, with a control signal flat, not every such curve was filed as active; inconclusive = small, poorly fitted or top-dose-only effect, or effect the other way, or a change in a side signal; inactive = no such curve, though single readings can be large or run the other way; the % refers to the polarisation; also: potency is read from the fitted curve at half-maximal effect; % of control where 0% means no effect; many of its hits are not listed in these tables
# The depositor's hits bear a star; ? = inconclusive; nt = not tested or not shown; & = joins results of further samples; [ ] = another dose, or the depositor's remark. Unless noted, calls follow the shape of the dose curve; as a rule, active = well fitted curve in the direction sought with a large enough effect; inconclusive = small, poorly fitted or top-dose-only effect, or another doubt; inactive = no such curve, though single readings can be large; an effect the other way counts as inactive or inconclusive.
SMILES,NPC1 promoter act,FLuc modulator,p53 reactivator,ELG1 genotox,Rab9 promoter act,Gal4-VP16 FLuc,Giardia killer,BRCA1 expr up,RORg inh,PKM2 activator,Menin MLL FP TR
Cc1sc(NC(=O)c2ccc(Cl)s2)c(C(N)=O)c1C,?,2.4µM*,?,1.6µM*,?,-7%,8,40%,-42%,4%,-16%
CCC[C@@H]1CCCO[C@@](C(=O)NCCN2CCOCC2)(C(F)(F)F)C1,nt,nt,nt,nt,nt,-7%,-1&-2,11%,-6%,nt,2%
CC1(C)CC(=O)C(N=Nc2ccc(Cl)cc2)=C(O)C1,-6%,4.8µM*,?,?,5%,-10%,1,3%,-1%,0%,4%
COc1ccc(NC(=O)N2c3ccc(OC)cc3C(C)=CC2(C)C)cc1,4%,?,5%,-4%,15%,?,-15,-5%,-30%,9%,-28%
Cc1ccc2c(c1)COc1c3ccc(C(=O)NCC4CC4)cc3nn1-2,1.3µM*,5.4µM*,9%,9%,?,-24%,12,?,-39%,-5%,nt
CCNc1ccccc(C(=O)/C=C/c2ccc3c(c2)OCO3)c1=O,-2%,?,-4%,-5%,1%,?,7,-35%,7.9µM*,27%,24%
COC(=O)c1ccc(C2OCC(C)(C)CO2)cc1,?,27µM*,?,19%,?,10%,-2,69%,6%,-2%,-1%
COc1ccc(NC(=O)C2CC(=O)NC3=C2C(=O)CC(C)(C)C3)cc1 (configuration not stated),-9%,10%,7%,1%,-2%,-5%,3,1%,-1%,1%,3%
Cc1cc(Br)c(OCC(=O)NN)c2c1CCC2,0%,0%,0%,-2%,-1%,-8%,-16,-54%,-8%,6%,nt
COc1ccc(CCNC(=O)c2ccccc2N(C)S(=O)(=O)c2ccccc2)cc1,4%,5%,-7%,-2%,-2%,1%,-7,-44%,10%,-6%,1%
Cn1c(SCC(=O)NC(=O)CN2CCCC2=O)nnc1-c1ccc(F)cc1,-5%,0%,4%,1%,-4%,-5%,10,-1%,3%,1%,28%
Nc1nc(COC(=O)CCC(=O)c2ccc(Cl)cc2)nc(Nc2ccccc2)n1,-1%,-5%,?,-1%,3%,nt,-3,1%,nt,nt,nt
Cc1ccc(OCC(=O)Nc2ccc(NC(=O)c3ccccc3)cc2)cc1C,2%,-4%,2%,4%,13%,7%,9,12%,-1%,nt,?
CCOC(=O)[C@H]1[C@H]2COc3ccc(Br)cc3[C@@H]2N2C(=O)CN(Cc3ccccc3)C(=O)[C@@]12C,2%,0%,-15%,-5%,-2%,nt,3,-34%,nt,nt,nt
O=C(O)[C@H]1CCCC[C@H]1C(=O)Nc1ccc(S(=O)(=O)N2CCCCC2)cc1,3%,-1%,-2%,-1%,0%,-6%,13,-9%,-22%,nt,40%[activator]
Cc1ccccc1NC(=O)/C(C#N)=C/c1ccsc1,14%,-19%,24%,6%,24%,?,16,-34%,-23%,4%,6%
Nc1c(C(=O)NCCc2ccccc2)nnn1Cc1ccc(Cl)cc1,-3%,0%,-3%,3%,-1%,-1%,-10,9%,-12%,-7%,2%
CCCCn1c(N)c(N(CCC(C)C)C(=O)COC(=O)c2cccnc2Cl)c(=O)[nH]c1=O,0%,0%,-1%,-5%,-2%,nt,22,-22%,nt,nt,nt
Cc1ccccc1S(=O)(=O)Cc1ccc(C(=O)NCCCN(C)Cc2ccccc2)o1,3%,-1%,1%,0%,-1%,12%,-2,-15%,7%,nt,-1%
O=C(NCCCN1CCN(CCCNC(=O)c2ccccc2F)CC1)c1ccccc1F,3%,6%,-3%,-20%,-4%,12%,3,2%,10%,-3%,1%
COc1ccc(-c2nnn(CC(=O)N(CC(=O)NC3CCCC3)c3cccc(C)c3)n2)cc1OC,-6%,2%,1%,1%,6%,-1%,-18,7%,-3%,-3%,-7%
COc1ccc(NC2CCCN(C(=O)CCN3CCCC3=O)C2)cc1OC (configuration not stated),1%,-1%,3%,2%,9%,-4%,13,-19%,8%,7%,-3%
O=C(COc1ccccc1C(=O)NCC1CCCO1)Nc1ccc(Br)cc1 (configuration not stated),-1%,-9%,4%,-5%,14%,-9%,21,80%,29%,-1%,10%
CCCOc1ccc(Cn2c(C)nc([N+](=O)[O-])c2SCC(O)COC)cc1[N+](=O)[O-] (configuration not stated),-2%,0%,14%,-2%,0%,4%,8,-3%,5%,-3%,4%
COc1ccc(CCNC(=O)C2CC=CCC2C(=O)O)cc1 (configuration not stated),1%,0%,3%,7%,0%,4%,1,-1%,6%,1%,13%

# (more compounds)
SMILES,NPC1 promoter act,FLuc modulator,p53 reactivator,ELG1 genotox,Rab9 promoter act,Gal4-VP16 FLuc,Giardia killer,BRCA1 expr up,RORg inh,PKM2 activator,Menin MLL FP TR
CCOc1ccc(-c2c(C(=O)N/N=C/c3sccc3C)nnn2-c2nonc2N)cc1,0%,-6%,-1%,-7%,0%,8.9µM*,-3,-36%,3.2µM*,-1%,12%
O=C(COC(=O)c1ccc(F)cc1)Nc1ccc(Cl)cn1,-1%,2%,3%,0%,8%,5%,5,0%,21%,0%,nt
COc1ccc(N2CCN(S(=O)(=O)c3c[nH]c(=O)[nH]c3=O)CC2)cc1,0%,5%,0%,-2%,-5%,nt,-4,-4%,nt,nt,nt
Cc1ccc(N(C)C(=O)c2cc(S(=O)(=O)N3CCc4ccccc43)cn2C)cc1,-3%,1%,nt,-1%,6%,8%,23,-29%,14%,-4%,3%
Cc1nc(SCC(=O)NC2CCCC2)c2c(C)c(C)sc2n1,-1%,-1%,-3%,-3%,-3%,22%,1,-25%,1%,nt,?
COc1ccc2nc(CCN(C)C(=O)C3CCC(=O)N(Cc4cccc(F)c4)C3)[nH]c2c1 (configuration not stated),-5%,1%,7%,0%,-3%,7%,-27,0%,0%,nt,9%
Cc1ccc(SCC(=O)OCC(=O)NC(C)c2ccc(Br)cc2)cc1 (configuration not stated),-2%,1%,1%,7%,-9%,-18%,7,-14%,3%,1%,nt
COC(C(=O)NNC(=O)CCc1ccccc1)c1ccccc1 (configuration not stated),-1%,3%,-1%,9%,-3%,5%,?,3%,7%,6%,3%
COc1ccc(C)cc1NC(=O)Nc1ccccc1SC,-1%,-12%,1%,1%,-4%,-4%,-2,-16%,-8%,3%,21%
CCCCNC(=O)CCCCCNS(=O)(=O)c1ccc(OC)cc1,0%,0%,-11%,-5%,-2%,-1%,-16,7%,-4%,-2%,-7%
O=C(c1ccccc1O)N1N=C(C(F)(F)F)CC1(O)c1ccc([N+](=O)[O-])cc1 (configuration not stated),-1%,2%,nt,-3%,0%,10µM*,-20,-21%,11µM*,0%[11.5 µM],?
CC(=O)c1ccc(NC2OC(CO)C(O)C(O)C2O)cc1 (configuration not stated),4%,2%,4%,0%,-2%,3%,2,-14%,4%,0%,0%
COc1cccc(CNc2nn[nH]n2)c1OC,0%,3%,3%,1%,0%,2%[0.365 µM],-26,-23%,31%,-9%,1%
COc1ccc(C(c2c(C)n(C)n(-c3ccccc3)c2=O)c2c(C)n(C)n(-c3ccccc3)c2=O)c(OC)c1OC,-3%,4%,3%,-3%,1%,-1%,-2,-24%,?,-4%,2%
COc1cc(NC(=O)CCc2ccccc2)nc(OC)n1,nt,?,nt,nt,nt,30%,-4,48%,?,-1%,9%
Cc1cc(C)c(OCCOCCN(C)C)c(Br)c1,-1%,0%,-1%,-6%,-3%,-6%,-27,-6%,-22%,-14%,-7%
CCCc1nnc(NC(=O)CCC(=O)NCc2ccc(Cl)cc2Cl)s1,-4%,-1%,-1%,3%,-10%,-3%,1,-6%,-1%,nt,nt
O=C(CCNC(=O)c1ccco1)Nc1ccccc1N1CCOCC1,-4%,-1%,1%,2%,2%,5%,1,-2%,37%,3%,10%
CNCc1cc(Br)c(OCC(=O)Nc2ccccc2OC)c(OC)c1,1%,1%,-6%,7%,1%,-2%,4,-20%,-35%,0%,-3%
CCC(=O)Nc1ccc(C(=O)Nc2c[nH]c(=O)[nH]c2=O)cc1,-5%,-2%,-2%,-1%,-1%,13%,11,2%,0%,1%,1%
CCOC(=O)[C@@H](C)NS(=O)(=O)N(Cc1ccccc1)[C@H](C(=O)OC)C(C)C,-3%,1%,0%,0%,3%,nt,15,0%,nt,nt,nt
Cc1ccc(N2CCN(c3ccc([N+](=O)[O-])cn3)CC2)c(C)c1,-4%,-2%,2%,-7%,-2%,11%,-28,-33%,-3%,nt,-14%
CCCCCC(=O)N1CCN(CCN=CC2=C(O)CC(c3cccs3)CC2=O)CC1 (configuration not stated),0%,-1%,0%,?,4%,4%,-11&7,-10%&-12%,4%,3%,0%

# This is a subset, so the mix of outcomes need not match the whole.
